Screens deposited in PubChem BioAssay by several laboratories.
West Nile virus CPE: West Nile virus antiviral activity, cell-based, CPE readout (AID 1621); West Nile virus-infected cells, CPE inhibition; higher % means a stronger effect; one-dose CPE inhibition, % at 10 µM; IC50 in µM for titrated hits; hit rate 0.02% among 290,000; in the data active means a potency from the dose series; inconclusive means CPE inhibition mostly from about 3.7% at the one dose, without a potency; inactive means the rest, 99 in 100 with CPE inhibition below about 2.2%; further: strong numbers were not always called active
Dengue-2 NS5 capping: Dengue-2 NS5 methyltransferase inhibitors, primary screen, biochemical, confirmation dose response (AID 588689) | Dengue-2 NS5 methyltransferase capping enzyme assay, biochemical; higher % means a stronger effect | inhibition, % at 25 µM, or IC50 in µM where a hit was titrated | hit rate 0.3% among 340,000; in the data active means a potency from the dose series; inconclusive means inhibition above about 29% without an active follow-up result
MgcRacGAP inhibition: MgcRacGAP GTPase-activating activity inhibitors, confirmation, biochemical, ADP Hunter fluorescence. MgcRacGAP-stimulated Rac1 GTP hydrolysis, ADP Hunter fluorescence; higher % means a stronger effect; GST-tagged Rac1 F28L mutant substrate. inhibition, % at 30 µM; hits with a dose series show IC50 in µM. hit rate 0.6% among 340,000. AID 624330;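 active means first-screen hits whose inhibition reached a set limit at any dose in the follow-up dose series; inconclusive means inhibition above the set first-screen limit but never retested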;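 further: fluorescence reports GDP produced by GAP-driven GTP hydrolysis; strong numbers were not always called active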
Salmonella PhoP GFP: PhoP-dependent GFP reporter repression – Salmonella Typhimurium, primary screen (AID 1863); hit rate 0.16% among 300,000; one-dose inhibition, % at 50 µM; IC50 in µM for titrated hits; S. Typhimurium PhoP-regulated promoter GFP reporter, 4 h; higher % means a stronger effect;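 active means inhibition over 29.93%, a cutoff 3 SD above the screen mean, later confirmed by dose response; inconclusive means inhibition over 29.93% but no dose response follow-up; inactive means inhibition at most 29.93% or unconfirmed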;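 further: 0% = low Mg2+ inducing control and 100% = high Mg2+ repressing control; strong numbers were not always called active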
RSV CPE inhibition: RSV antiviral activity via CPE protection, HEp-2 cells, primary 10 µM value included (AID 2391); HEp-2 cells, RSV-induced CPE inhibition; higher % means a stronger effect; CPE inhibition, % at 10 µM; hits with a dose series show IC50 in µM; hit rate 0.13% among 310,000; in the data active means a potency from the dose series; inconclusive means CPE inhibition mostly from about 23% at the one dose, without a potency; inactive means the rest, 99 in 100 with CPE inhibition below about 21%; further: strong numbers were not always called active
SV40 large T antigen: SV40 large T antigen inhibitors, biochemical (AID 1903); SV40 large T antigen ATPase/helicase inhibition assay; higher % means a stronger effect; hit rate 0.39% among 310,000; inhibition, % at 20 µM, or IC50 in µM where a hit was titrated; in the data active means a potency from the dose series; inconclusive means inhibition mostly from about 32% at the one dose, without a potency; inactive means the rest, 99 in 100 with inhibition below about 32%; further: strong numbers were not always called active
K1F lysis inhibition: inhibition of K1F phage lysis, E. coli UTI89, bacterial capsule biogenesis inhibitors, alamar blue (AID 488966). hit rate 0.02% among 340,000. E. coli UTI89 K1F phage lysis, alamar blue, 2 h; higher % means a stronger effect. inhibition, % at 100 µM, or IC50 in µM where a hit was titrated;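 active means phage lysis inhibition, versus mean bacterial control, above a set limit; inconclusive means no clear call, values can overlap the other calls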;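 further: capsule biogenesis inhibitors block K1F phage lysis so surviving cells raise fluorescence; higher fluorescence means more inhibition of phage lysis; actives were called in the ten point dose series up to 300 µM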
T cell HTS: T cell immune modulators affecting CD8 T cell-vesicle binding. hit rate 0.068% among 330,000. AID 2052. 2C CD8+ T cell-vesicle binding, flow cytometry; active compounds read low. calls only at 7 µM;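 active means response, share of CD8 T cells binding vesicles, and their 90th percentile fluorescence all below set limits, cut at about 80% in these data, passing the limit was not always enough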
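Incubation: binding step 1.5 h, 37 °C, antibody labelling 20 min, ice; system: murine 2C transgenic CD8+ T lymphocytes; technique: cytometric PE anti-B7-1 and Alexa647 anti-CD8 signals after 1% paraformaldehyde fixation; also added: QL9-charged Drosophila Ld/ICAM-1/B7-1 vesicles; control set: naked versus QL9-loaded vesicles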
NTR1 ag: agonists of NTR1, primary screen, imaging, U2OS cells, beta-arrestin-GFP, high content (AID 493036); P30989; NTR1-U2OS beta-arrestin-GFP spot imaging, agonist mode; activation, % at 20 µM; hit rate 0.17% among 330,000;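 active means activation at or above 40% of the spot to cytoplasm intensity ratio, with at least 20 cells analyzed; inconclusive means wells under 20 cells, flagged as cytotoxic or low count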;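 further: 0% = DMSO without peptide and 100% = 100 nM NTR1 peptide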
Target sequence (P30989 whole entry, looked up): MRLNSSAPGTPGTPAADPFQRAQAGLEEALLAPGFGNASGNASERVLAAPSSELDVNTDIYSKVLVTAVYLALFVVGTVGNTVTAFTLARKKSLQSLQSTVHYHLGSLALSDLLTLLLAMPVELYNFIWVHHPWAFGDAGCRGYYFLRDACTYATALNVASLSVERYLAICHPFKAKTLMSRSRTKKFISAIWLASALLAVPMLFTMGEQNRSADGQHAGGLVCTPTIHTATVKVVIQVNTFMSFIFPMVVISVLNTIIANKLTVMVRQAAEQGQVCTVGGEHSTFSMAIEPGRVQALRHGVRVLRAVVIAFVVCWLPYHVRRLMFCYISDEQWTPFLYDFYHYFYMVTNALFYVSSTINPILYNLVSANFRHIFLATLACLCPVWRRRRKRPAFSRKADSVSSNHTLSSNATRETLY
T cell HTS vesicle-bound %: recorded beside T cell HTS, whose call it bears; double positive events, %; measured here: CD8+ vesicle-bound cell fraction;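 binding gate set so that unloaded-vesicle control wells show 10% double positive cells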
NTR1 ag cell count 20 µM: further read-out of NTR1 ag, marked with its call; cell count; measured here: cell count, cytotoxicity flag
Dengue-2 NS5 capping pilot replicate: recorded beside Dengue-2 NS5 capping, whose call it bears; inhibition, %; measured here: pilot screen replicate inhibition
An asterisk follows results filed as active; i = inactive; ? = inconclusive; . = not tested or not shown; [ ] = another dose, or the depositor's remark. Random draw from the library (roughly 1.5% active in at least one column).

SMILES | West Nile virus CPE | Dengue-2 NS5 capping | MgcRacGAP inhibition | Salmonella PhoP GFP | RSV CPE inhibition | SV40 large T antigen | K1F lysis inhibition | T cell HTS | T cell HTS vesicle-bound % | NTR1 ag | NTR1 ag cell count 20 µM | others
Cc1cc(OC(=O)c2cc(C(F)(F)F)cc(C(F)(F)F)c2)c([N+](=O)[O-])c(=O)[nH]1 | 0.1% | -2% | -2% | . | 0.8% | . | 0.1% | i | 31 | -0.2 | 53
COCC(C)Nc1nc(C)c(C(C)=O)s1 (centres undefined) | 0.1% | 2% | 2% | -3% | 0.9% | 9% | -1.2% | i | 14 | -0.1 | 33
COc1ccccc1Nc1nc2c(C)cccc2cc1C#N | 2.4% | 20% | 6% | 1% | 3.6% | 12% | 0.8% | i | 27 | 11 | 95 | Dengue-2 NS5 capping pilot replicate=-2.5
COC(=O)c1cc(C#N)c(OC(C)C)nc1C | 0.2% | 4% | 0% | 6% | 3.0% | 4% | 0.1% | i | 49 | -0.8 | 76
C[C@H](NC(=O)c1nc[nH]c1C(=O)N1CCN(c2ccccc2)CC1)C(=O)OCc1ccccc1 | -0.7% | -1% | 9% | 6% | 0.6% | 3% | -0.7% | i | 18 | 2.9 | 74
Cc1ccc(C(=O)O/N=C(\N)Cc2cccs2)c(Cl)c1 | -2.0% | -3% | -10% | -5% | 6.1% | 10% | -1.0%[50 µM] | i | 10 | 2.0 | 60
CCc1cc(=O)oc2c3c(cc(OCC(=O)N[C@H](C(=O)O)[C@H](C)CC)c12)OC(C)(C)CC3 | 0.5% | -2% | 8% | 4% | 1.1% | 4% | 0.9%[50 µM] | i | 11 | 0.4 | 92
CCN(Cc1ccncc1)C(=O)C1CCN(S(=O)(=O)c2cccs2)CC1 | 0.4% | -9% | -3% | -10% | -0.7% | 14% | 0.1% | i | 11 | -1.4 | 80
CC1Nc2ncnc(N3CCc4ccccc4C3)c2N(Cc2ccc(Cl)cc2)C1=O (centres undefined) | . | -24% | 0% | . | 16% | 11% | -0.4% | . | . | 5.6 | 58
C(=N/Nc1nccs1)/c1cccnc1 | 0.1% | 1% | 9% | -8% | 4.3% | 13% | -4.8% | i | 25 | -0.3 | 24
COc1cccc(OC)c1NC(=O)Cn1nc(C)c2ccccc2c1=O | -0.3% | . | 8% | -4% | 1.2% | 6% | 1.2% | i | 52 | 1.1 | 61
COc1ccc(CCC(=O)N2CCCSC2=Nc2ccc(C(C)=O)cc2)cc1 | -0.3% | -1% | 11% | 2% | 1.4% | 11% | 0.5%[50 µM] | i | 49 | 1.6 | 55
CCOc1ccccc1NC(=O)c1cccnc1 | 0.1% | 5% | 9% | . | . | . | -0.4% | i | 36 | -1.0 | 22
CC1CCCN(CCCCOc2cccc(Br)c2)C1 (centres undefined) | -1.0% | -3% | 9% | -2% | -1.0% | 5% | -10% | i | 27 | -0.7 | 38
CCCCN1CC(=O)N2[C@H]3c4cc(C)ccc4OC[C@@H]3[C@H](c3ccccc3)[C@]2(C)C1=O | . | 0% | 10% | . | . | . | 0.7% | i | 34 | 0.7 | 65
Cc1cccc(NS(=O)(=O)c2cc(OCC(N)=O)c(C)cc2Cl)c1 | -0.2% | 10% | 1% | 8% | 0.2% | 3% | -1.9% | i | 61 | -0.3 | 48
CCC(c1nnnn1Cc1ccc(OC)cc1)N1CCN(C(=O)c2ccco2)CC1 (centres undefined) | 0.0% | -2% | 4% | 0% | 1.0% | 10% | 1.1% | i | 25 | 6.7 | 52
CCc1ccc(NC(=O)CSc2nc3ccccc3c(=O)n2CCN2CCOCC2)cc1 | 0.2% | -4% | 9% | -5% | 0.3% | -3% | 0.9% | i | 17 | 1.0 | 84
CCOc1cc(/C=N/n2cnnc2)ccc1OCC(=O)Nc1ccccc1OC | 0.4% | 1% | 14% | 1% | 1.5% | -1% | 0.3% | i | 27 | 0.3 | 38
CCOc1ccc(NC(=O)Nc2cc(-c3ccccc3)sc2C(=O)OC)cc1 | 0.8% | -2% | 11% | -2% | 18% | -5% | 5.6% | i | 42 | 7.9 | 38
O=S(=O)(Nc1ccccc1C(F)(F)F)c1ccc(-c2ccccn2)s1 | 0.7% | 8% | 12% | -1% | 6.1% | 9% | 2.3%[50 µM] | i | 16 | . | .
Cc1onc(-c2ccccc2Cl)c1C(=O)NCc1nnnn1-c1ccc(F)cc1 | . | -4% | 7% | 15% | -0.9% | 8% | 0.5%[50 µM] | i | 8 | -0.4 | 51
O=c1[nH]c2ccccc2nc1Cc1ccc([N+](=O)[O-])cc1 | -0.6% | -3% | 3% | 4% | 0.8% | 7% | 2.3% | i | 26 | 2.8 | 47
O=C(Nc1ccccc1N1CCCC1)c1ccc2ccccc2c1 | 0.1% | -2% | 8% | 5% | ? | 2% | 0.6% | i | 22 | 2.2 | 65
COc1cccc(CN2CCN(Cc3cc(OC)c(OC)c(OC)c3)CC2)c1OC | 0.0% | -5% | 75µM* | -2% | 1.7% | 9% | 0.3% | i | 60 | 1.0 | 60
COc1ccccc1N(Cc1ccccc1)S(=O)(=O)c1cc(C(=O)O)ccc1Cl | 1.3% | -1% | 9% | -5% | 6.8% | 16% | -0.1% | i | 68 | 1.7 | 72
CC(C)(C)OC(=O)Cn1c(=O)cnc2ccccc21 | 0.1% | -3% | 11% | 13% | 3.2% | 0% | 1.9% | i | 18 | -1.0 | 40
COc1ccc(Cl)cc1Nc1nc(-c2sc(NC(=O)c3ccco3)nc2C)cs1 | 0.8% | -13% | 3% | 17% | 24% | 15% | 0.6% | i | 27 | 5.2 | 84
Cc1ccc(S(=O)(=O)CC(c2ccccc2)N2CCOCC2)cc1 (centres undefined) | -0.5% | -4% | 1% | 7% | -1.9% | 3% | 0.2% | i | 44 | 2.6 | 53
O=C(NCc1ccncc1)C1CCN(S(=O)(=O)c2ccccc2)CC1 | . | -10% | 3% | -6% | -2.2% | 1% | 0.8%[50 µM] | i | 20 | 1.3 | 45
COc1ccc(C(=O)Nc2ccc(C(=O)Nc3cccnc3)cc2)cc1 | -0.9% | 0% | -3% | -3% | 2.6% | 8% | 0.0% | i | 48 | 0.8 | 57
COc1cccc(CN(C)C(=O)c2ccc3nccnc3c2)c1 | 0.0% | 19% | 0% | 9% | -0.1% | 7% | 0.0% | i | 42 | 0.7 | 59
Cc1sc(NC(=O)CN2CCOCC2)nc1-c1ccc2c(c1)CCN2S(=O)(=O)c1ccccc1 | 0.6% | -1% | 3% | 15% | 0.6% | 3% | -0.1% | i | 42 | 7.4 | 56
C=CC(=O)Nc1ccc(CN2C(=O)N(c3c(Cl)c(OC)cc(OC)c3Cl)Cc3cnc(NCCCCN(CC)CC)nc32)cc1 | . | 8% | 13% | . | . | . | 0.6% | i | 13 | 1.4 | 53
COc1cnc(-c2ccccn2)nc1N(C)C | ? | -1% | 2% | 3% | -3.8% | 27% | 1.4% | i | 58 | -1.1 | 28
O=c1c2c([nH]c3ccccc13)CCCC2 | -0.1% | -2% | 10% | -4% | 1.4% | 7% | -0.6% | i | 37 | -0.5 | 31
O=C1c2cccc(OCc3ccc(F)cc3)c2CCN1Cc1ccccc1 | . | -1% | 8% | 22% | 6.3% | -10% | -1.7% | i | 43 | 9.8 | 34
O=C(CC1(O)C(=O)N(Cc2ccccc2)c2ccccc21)c1ccncc1 (centres undefined) | -0.1% | 1% | 9% | 9% | -0.4% | 9% | 2.2% | i | 30 | 1.5 | 41
O=C(Nc1ccc(Cl)c(Cl)c1)c1ccncc1 | 0.1% | -3% | 3% | 7% | 22% | 23% | 3.4% | i | 64 | -0.5 | 70
O=C1CC2(CCN(C(=O)c3cccc(Cl)c3)CC2)Oc2ccccc21 | . | -1% | 3% | -4% | 4.8% | 13% | 0.5%[50 µM] | i | 17 | 3.3 | 58
COc1ccc(-c2cc(C(F)(F)F)n3ncc(C(=O)N(C)Cc4ccccc4)c3n2)cc1 | -0.1% | . | . | 2% | 28% | 9% | . | i | 45 | 7.2 | 39
COc1ccc(CCNC(=O)CCS(=O)(=O)c2ccc3c(c2)oc(=O)n3C)cc1OC | -0.1% | 1% | 2% | 2% | -0.2% | 16% | 1.6% | i | 34 | -0.1 | 71
C=CCn1c(C)nnc1SCC(=O)N1CCN(S(=O)(=O)c2ccccc2)CC1 | 0.0% | -4% | 0% | -2% | 1.9% | 9% | -0.1% | i | 43 | 0.0 | 73
CC(=O)Nc1ccc(SCC(=O)c2cc(C)n(CC(F)(F)F)c2C)cc1 | 0.2% | -12% | 4% | 5% | 2.4% | 9% | 0.1% | i | 7 | 1.1 | 62
O=C(O)c1ccc(Cn2ccc3ccccc32)o1 | 0.2% | -1% | -9% | -8% | -1.6% | 15% | -1.2% | i | 39 | -0.1 | 71
CCc1ccc(C(=O)NC(CCSC)C(=O)O)cc1 (centres undefined) | 0.6% | 1% | 8% | -8% | 1.6% | -2% | 3.5% | i | 30 | 1.3 | 73
COc1ccc(-c2ocnc2C(=O)N2CCN(Cc3cccnc3)CC2)cc1 | -0.2% | -5% | 9% | -4% | . | 12% | 0.6% | i | 24 | -0.8 | 57
O=C(N/N=C/c1cc(Br)c(O)c(Br)c1)c1cccc(C(F)(F)F)c1 | 0.0% | -11% | 8% | -13% | ? | 28% | 1.2%[50 µM] | i | 38 | 3.3 | 60
CCN(CC)c1ccc(/C=N/NC(=O)c2ccco2)c(O)c1 | 12% | -15% | 10% | -3% | 2.4% | 23% | -0.2% | i | 36 | 1.2 | 64
CSc1nc(N)nc(SCCS(=O)(=O)c2ccc(Cl)cc2)c1C#N | 0.7% | 0% | 3% | 20% | 19% | 1% | 1.8%[50 µM] | i | 38 | 6.2 | 53
O=C(Nc1ccccc1C(=O)Nc1ccc(Cl)cc1)c1cccnc1 | -0.9% | -3% | 7% | 4% | 2.9% | 17% | 0.2% | i | 47 | 3.5 | 40
